SR-BI DiI-HDL act: activators of SR-BI mediated HDL lipid uptake. AID 504775. actives 0.096% (n = 320,000). activation, % at 12.5 µM. CHO ldlA[mSR-BI] cells, DiI-HDL uptake fluorescence, 3 h; 100 = double the neutral-control signal;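 active = mean replicate activation of at least 60% and every replicate at or above 60%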;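 also: 0% = median plate neutral-control signal and 100% = twice that signal; values of inactives mirror those of a sister screen read the other way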
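Material: SR-BI-overexpressing, LDLR-lacking CHO cells; schedule: compound exposure 3 h, 37 °C; reagent: DiI-labelled HDL at 10 µg/mL final; technique: bottom-read fluorescence, 550/595 nm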
CDK5 inh: CDK5/p35 (human) kinase inhibition. Q00535+Q15078. Recombinant CDK5/p35, ADP-Glo luminescence, 60 min. inhibition, % at 10 µM. actives 0.01% (n = 330,000). AID 488839;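 active = highest replicate inhibition of at least 50% and at least 75% of replicates reaching 50%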;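 also: plate controls were DMSO neutral control for no effect and GW8510 at 10 µM for full effect; many of its hits are not listed in these tables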
Target sequence (Q00535 whole entry, looked up): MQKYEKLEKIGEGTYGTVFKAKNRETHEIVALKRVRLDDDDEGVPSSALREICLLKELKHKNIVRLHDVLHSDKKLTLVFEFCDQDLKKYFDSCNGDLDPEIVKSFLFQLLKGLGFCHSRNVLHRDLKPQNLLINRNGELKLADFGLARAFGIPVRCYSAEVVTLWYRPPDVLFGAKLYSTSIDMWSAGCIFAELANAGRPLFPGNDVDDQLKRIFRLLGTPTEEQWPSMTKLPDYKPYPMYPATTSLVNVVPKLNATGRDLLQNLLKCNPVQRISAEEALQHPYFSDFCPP
Target sequence (Q15078 whole entry, looked up): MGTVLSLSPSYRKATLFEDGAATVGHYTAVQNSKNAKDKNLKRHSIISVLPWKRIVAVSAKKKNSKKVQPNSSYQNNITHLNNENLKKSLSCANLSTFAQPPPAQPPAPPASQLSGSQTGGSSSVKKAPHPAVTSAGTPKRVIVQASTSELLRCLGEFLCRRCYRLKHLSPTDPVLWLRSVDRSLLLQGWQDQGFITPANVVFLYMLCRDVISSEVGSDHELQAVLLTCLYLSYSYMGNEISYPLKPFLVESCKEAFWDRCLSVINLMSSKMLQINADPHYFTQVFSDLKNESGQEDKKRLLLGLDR
dFosB act: enhances mouse delta FosB homodimer DNA binding; activation, % at 25 µM; AID 493131; purified delta FosB, TAMRA-CDK5 oligo fluorescence polarization; percent of positive-control signal above neutral wells; P13346; actives 0.99% (n = 340,000);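 active = mean activation above about 17%, with every replicate also reaching it, limit read from the data, passing the limit was not always enough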;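 also: fluorescence polarization rise as delta FosB binds a TAMRA Cdk5 AP-1 oligo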
Target sequence (P13346 whole entry, looked up): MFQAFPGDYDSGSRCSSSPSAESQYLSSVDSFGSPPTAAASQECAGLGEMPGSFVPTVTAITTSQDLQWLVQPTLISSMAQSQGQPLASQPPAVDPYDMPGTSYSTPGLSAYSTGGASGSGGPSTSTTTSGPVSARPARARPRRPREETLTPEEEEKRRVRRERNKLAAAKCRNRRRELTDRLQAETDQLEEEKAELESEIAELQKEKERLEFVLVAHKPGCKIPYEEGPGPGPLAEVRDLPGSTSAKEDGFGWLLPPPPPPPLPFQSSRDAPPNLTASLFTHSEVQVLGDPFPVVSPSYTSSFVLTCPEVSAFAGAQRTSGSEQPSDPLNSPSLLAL
PKA-R1A act: activators of PKA-R1A complex; P00514+P68181; PKA-R1A dissociation, Cy5-IP20 fluorescence polarization; scaled: DMSO 0%, 113 µM cGMP 100%; activation, % at 11.4 µM; actives 0.083% (n = 340,000);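 active = percent activation above the mean of all tested compounds plus 3 SD, cut at about 19% in these data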;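 also: higher means more PKAc released from R1A so a rise in polarization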
Arrestin-AP2 inh: inhibitors of human beta-arrestin and AP2 interaction; FITC-arrestin peptide / GST-AP2 beads, flow cytometry; AP2 beta2 appendage carries R879A mutation; inhibition, % at 10 µM; actives 0.31% (n = 340,000);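 active = inhibition above a set limit, near 3 SD of compounds lacking own fluorescence, cut at about 54% in these data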;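 also: plate controls were DMSO wells for no effect and 5 µM unlabelled arrestin peptide for full effect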
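Material – GST-tagged AP2 beta2-adaptin appendage (R879A) on 4 µm glutathione beads · Probe or stimulus – fluorescein-tagged arrestin peptide at 50 nM final · Timing – 12 min plus 1 h, RT · Detection – bead flow cytometry, FITC channel · Read-out basis – inhibition as reduced fluorescein signal on beads, percent · Medium – PBS plus Tween 20 (0.05%) and BSA (0.1%)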
PKA-R2B activ: activates the human PKA-R2B holoenzyme complex. P22694+P31323. PKA-R2B holoenzyme dissociation, Cy5-IP20 fluorescence polarization; R2B truncated from residue 108, S112A mutant; 0% DMSO only, 100% 113 µM cGMP. activation, % at 11.4 µM. actives 0.079% (n = 340,000);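 active = activation above a cutoff set at the mean over all compounds plus 3 SD, cut at about 18% in these data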;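 also: higher means more holoenzyme dissociation and a rise in polarization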
SUMO Mot1 rescue: blocks SUMOylation pathway, rescuing yeast Mot1-301 growth. S. cerevisiae Mot1-301 growth rescue, ATP luminescence, 38.5C; percent above DMSO median, 100 means doubled. actives 1% (n = 320,000). AID 2716. growth rescue, % at 18.8 µM;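 active = every valid replicate shows activation above 250% relative to neutral control wells; inactive = the rest, any valid replicate at or below 250%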;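 also: OY570 slx delta 5 strain wells were the positive control but not used for scaling; some compounds called inactive have numbers as strong as hits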
MITF act: MITF TRPM1 promoter activation in melanoma cells | SK-MEL-5 TRPM1-promoter luciferase, 24 h; % of positive control, neutral wells = 0 | activation, % at 12.5 µM | actives 0.75% (n = 300,000) | AID 588334;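 active = mean activation of at least 80% with every replicate also reaching 80%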;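 also: 0% = neutral control wells and 100% = parthenolide positive control wells; values of inactives mirror those of a sister screen read the other way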
SR-BI DiI inh: inhibitors of mouse SR-BI mediated HDL lipid uptake. inhibition, % at 12.5 µM. ldlA[mSR-BI] CHO cells, DiI-HDL uptake fluorescence, 3 h. actives 0.96% (n = 320,000). AID 488896. Q61009;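 active = mean replicate inhibition of at least 70% and a set share of replicates each scoring 70 or more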;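 also: 0% = median of neutral control wells and 100% = median of positive control wells; values of inactives mirror those of a sister screen read the other way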
NSD2 HMT inh: inhibitors of human histone methyltransferase NSD2; NSD2 peptide methylation, AlphaScreen, 120 min; inhibition, % at 12.5 µM; actives 0.54% (n = 310,000); O96028; in the data active = inhibition above about 50%
Pemphigus Ab inh: inhibitors of pemphigus antibody binding to human desmoglein-3; P32926; DSG3-coupled beads, scFv-anti-DSG3-GFP binding, flow cytometry; stronger effect = lower value; binding (percent of control), % at 10 µM; actives 0.48% (n = 310,000); AID 588358;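 active = binding more than 3 SD below its plate's average and above zero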;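 also: hits lower antibody fragment binding to DSG3; some compounds called inactive have numbers as strong as hits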
* marks the source's active call; other numbers are inactive results; / = no result given. Not a hit list; about 4.7% have a hit in one of these screens.

SMILES	SR-BI DiI-HDL act	CDK5 inh	dFosB act	PKA-R1A act	Arrestin-AP2 inh	PKA-R2B activ	SUMO Mot1 rescue	MITF act	SR-BI DiI inh	NSD2 HMT inh	Pemphigus Ab inh
Clc1ccc(C2CSc3c4ncnc-4ncn32)cc1 (configuration not stated)	-4	-0.6	-2	-3	23	6	5	/	4	-2	99
COc1ccc2nc(NC(=O)CS(=O)(=O)Cc3ccccc3)sc2c1	12	-0.8	74*	-10	29	-5	233	-3	-12	1	101
CC(=O)Nc1ccc(SCC(=O)N(C)C2CCS(=O)(=O)C2)cc1 (configuration not stated)	8	1.0	-6	-13	10	-3	3	-1	-8	-9	126
O=C(Nc1ccc(N2CCOCC2)c(S(=O)(=O)Nc2ccccc2Cl)c1)c1ccc(F)cc1	-40	2.2	-3	0	35	0	-1	0	40	1	94
Cc1c(NC(=O)Cc2ccccc2)cccc1C(=O)NN1C(=O)c2ccccc2C1=O	11	-0.3	23*	3	22	-3	8	-6	-11	3	92
O=C(Cn1cccc1C(=O)c1ccccc1)NCc1cccnc1	13	-0.1	4	-8	-3	-13	18	-9	-13	2	94
Cc1cc(NS(=O)(=O)c2ccc(Cl)cc2)nn1CC(=O)NCc1ccco1	22	0.6	-7	-5	6	-6	3	/	-22	/	103
CN(CC(=O)OCC(=O)NCc1ccccc1)S(=O)(=O)c1ccc(F)cc1	14	-0.7	-13	6	12	-1	3	-6	-14	3	/
CN(C)C1(CNC(=O)Nc2ccccc2)CCCCC1	/	0.7	3	10	-7	4	-9	8	/	-4	101
CCOCCc1nnc(NC(=O)c2cc(OC)c(OC)c(OC)c2)s1	1	1.2	-16	-9	-2	-3	/	-11	-1	0	97
O=C(Cc1ccccc1)Nc1cccc(C(=O)O)c1O	14	-0.3	-8	-6	7	-7	6	-10	-14	6	104
CCc1c(C)nn(C(=O)/C(C#N)=C\N(C)C)c1C	-2	1.5	-1	-8	26	-20	-3	-5	2	-4	95
Cc1nc(C)c(C(=O)N2CCCC(C(=O)c3ccc4ccccc4c3)C2)s1 (configuration not stated)	-14	-1.6	-10	-12	25	-4	10	-3	14	1	105
O=C(C1CCN(c2ncnc3c2nc2n3CCCCC2)CC1)N1CCCCC1	-3	-0.6	-4	-4	42	0	-17	1	3	4	120
CC(=O)NCC(=O)N(C)C(C(=O)Nc1ccc2c(c1)OCCO2)c1ccccc1 (configuration not stated)	7	-2.0	-4	2	7	-4	-5	-1	-7	0	102
CN1C2=C(C(=O)CC(C)(C)C2)C(c2cccs2)C2=C1CC(C)(C)CC2=O	9	4.5	-5	-6	-13	-5	-9	/	-9	-1	113
CN1CCCN(C(=O)/C=C/c2ccc(F)cc2)CC1	12	2.4	-6	7	14	-5	15	1	-12	2	127
O=C(CNS(=O)(=O)c1ccc([N+](=O)[O-])cc1)N/N=C\c1ccc(O)cc1	-2	2.4	-3	-11	0	-2	54	-6	2	1	105
O=C(c1ccc([N+](=O)[O-])cc1)N1CCN(c2ncc(Br)cn2)CC1	6	0.4	-7	2	-6	0	656*	-1	-6	-1	101
COc1cc(C2Nc3cc(Cl)c(S(N)(=O)=O)cc3S(=O)(=O)N2)cc(OC)c1OC (configuration not stated)	/	2.0	0	10	-2	8	-25	-8	/	5	98
CCOc1cccc(C(=O)NNC(=O)C2C3C=CC(C3)C2C(=O)O)c1 (configuration not stated)	-5	0.0	6	-7	28	1	-23	-14	5	20	/
Cc1cc(C)cc(N2C(N)=NC(N)=NC2c2cccc(Cl)c2)c1 (configuration not stated)	-17	-2.4	-3	-11	-2	-1	0	-9	17	2	97
Cc1cc(C)c2sc(NNC(=O)c3ccc(S(=O)(=O)N4CCc5ccccc5C4)cc3)nc2c1	-146	0.3	9	-9	21	-4	313	-72	146*	/	102
C=C(C)CN1C(=O)C(O)(CC(=O)c2ccc3c(c2)OCCO3)c2ccccc21 (configuration not stated)	11	-2.3	-2	4	-3	-6	7	7	-11	0	101
Cc1ccc(Cn2nc(C)c(NC(=O)c3cc(C)no3)c2C)cc1	1	-0.3	-4	-8	20	1	8	7	-1	/	103
Next section.
SMILES	SR-BI DiI-HDL act	CDK5 inh	dFosB act	PKA-R1A act	Arrestin-AP2 inh	PKA-R2B activ	SUMO Mot1 rescue	MITF act	SR-BI DiI inh	NSD2 HMT inh	Pemphigus Ab inh
COc1cc(C(=O)N(C)Cc2cccc(OC)c2OC)ccc1OCC(=O)Nc1cccc(C(F)(F)F)c1	-61	-1.2	-20	-12	-16	-7	-7	-7	61	0	107
CC1CCCC(C)N1C(=O)Cn1c(=O)sc2ccccc21 (configuration not stated)	-2	2.0	-1	2	22	12	105	5	2	/	104
COc1cccc(OCC(O)CN2CCN(c3ncccn3)CC2)c1 (configuration not stated)	-4	0.0	4	-1	-2	1	5	2	4	-1	92
CC(C)CCN(C(=O)c1ccc(Br)cc1)c1c(N)n(Cc2ccccc2)c(=O)[nH]c1=O	17	0.1	4	6	-3	-2	-5	-1	-17	-1	90
CCc1noc(C)c1C(=O)N1CCCC(N2CCN(c3ccccc3F)CC2)C1 (configuration not stated)	-16	-3.9	-10	7	4	10	-5	-2	16	1	105
CCn1c(SC)nnc1-c1sc2cc(Cl)ccc2c1Cl	-31	0.1	-6	2	19	4	1	11	31	2	97
Cc1ccc(S(=O)(=O)O/N=C2\CCCc3ccccc32)cc1	-22	-1.0	-7	-2	18	0	-6	-12	22	/	106
CCOc1ccccc1-n1ccn(CC(=O)Nc2ccc(Br)cc2F)c(=O)c1=O	-17	1.7	-7	2	-7	5	/	8	17	1	94
CC(=O)c1c(C)[nH]c(C(=O)OCC(=O)c2c(N)n(CC(C)C)c(=O)n(C)c2=O)c1C	-50	-0.6	-15	2	0	-2	3	12	50	4	97
CC(C)(C)OC(=O)N1CCC(c2c(C(=O)N3CCN(C(=O)c4ccco4)CC3)cnn2-c2cccc(Cl)c2)CC1	14	-2.3	-8	13	16	4	8	-3	-14	5	101
COC(=O)c1cccc(S(=O)(=O)N(Cc2ccco2)Cc2cc3cc(OC)c(OC)cc3[nH]c2=O)c1	11	-1.1	2	2	3	-1	-2	13	-11	3	97
CCCCC1(C)OC(=O)C(=Cc2c[nH]c3ccccc23)C(=O)O1 (configuration not stated)	27	-6.7	-4	3	-5	1	/	10	-27	1	87
O=C(c1ccccc1)c1cc2ccc(O)cc2oc1=O	31	21	5	-6	3	-4	-70	8	-31	0	101
C[N+]12CCC(CC1)C(OC(=O)C(O)(c1ccccc1)c1ccccc1)C2 (configuration not stated)	20	-0.9	1	0	8	12	2	-5	-5	/	102
CC(C)(C)NC(=O)C(c1ccc(-c2ccccc2)cc1)N(C[C@H]1CC[C@@H]([C@@H]2CC[C@H](CO)O2)O1)C(=O)c1ccc2ccccc2c1 (some centres not stated)	-20	-1.2	-9	-1	2	-2	/	-15	20	/	99
O=C(CSc1nc2ccc([N+](=O)[O-])cc2s1)c1ccc2ccccc2c1	9	0.9	3	8	-3	6	/	0	-9	-2	/
NS(=O)(=O)c1ccc(CCNC(=O)CCNS(=O)(=O)c2ccccc2C(F)(F)F)cc1	10	0.3	-1	4	-10	1	2	-1	-10	-1	97
O=C(N/N=C/c1ccoc1)c1ccccc1	12	1.8	-5	6	-2	-17	10	-5	-12	1	107
O=C(CSc1nnc(-c2cccnc2)n1Cc1ccccc1)NCc1ccco1	9	1.6	-1	6	6	1	-4	-7	-9	1	102
CC(=O)Nc1ccc(S(=O)(=O)N(C)CC(=O)OCC(=O)N2CCCCC2)cc1	5	0.3	3	-1	-9	0	347	-14	-5	4	94
Cc1ccc(O)c(-c2cc(-c3ccccc3F)[nH]n2)c1	-42	1.7	-7	0	11	-12	77	26	42	-3	94
O=C(CSc1ncn[nH]1)N1N=C2/C(=C\c3ccco3)CCCC2C1c1ccco1 (configuration not stated)	15	-0.7	-5	-14	23	3	/	-3	-15	4	129

Some of these compounds in order of the SUMO Mot1 rescue value, lowest first.
mol,SUMO Mot1 rescue
CC(C)CCN(C(=O)c1ccc(Br)cc1)c1c(N)n(Cc2ccccc2)c(=O)[nH]c1=O,-5
Cc1ccc(O)c(-c2cc(-c3ccccc3F)[nH]n2)c1,77
CC(=O)Nc1ccc(S(=O)(=O)N(C)CC(=O)OCC(=O)N2CCCCC2)cc1,347

Molecules from the list above with a tert-butyl group:
SMILES	SR-BI DiI-HDL act	CDK5 inh	dFosB act	PKA-R1A act	Arrestin-AP2 inh	PKA-R2B activ	SUMO Mot1 rescue	MITF act	SR-BI DiI inh	NSD2 HMT inh	Pemphigus Ab inh
CC(C)(C)OC(=O)N1CCC(c2c(C(=O)N3CCN(C(=O)c4ccco4)CC3)cnn2-c2cccc(Cl)c2)CC1	14	-2.3	-8	13	16	4	8	-3	-14	5	101
CC(C)(C)NC(=O)C(c1ccc(-c2ccccc2)cc1)N(C[C@H]1CC[C@@H]([C@@H]2CC[C@H](CO)O2)O1)C(=O)c1ccc2ccccc2c1 (some centres not stated)	-20	-1.2	-9	-1	2	-2	/	-15	20	/	99

Retrieved one by one from above (six):
SMILES	SR-BI DiI-HDL act	CDK5 inh	dFosB act	PKA-R1A act	Arrestin-AP2 inh	PKA-R2B activ	SUMO Mot1 rescue	MITF act	SR-BI DiI inh	NSD2 HMT inh	Pemphigus Ab inh
O=C(N/N=C/c1ccoc1)c1ccccc1	12	1.8	-5	6	-2	-17	10	-5	-12	1	107
CC(C)(C)OC(=O)N1CCC(c2c(C(=O)N3CCN(C(=O)c4ccco4)CC3)cnn2-c2cccc(Cl)c2)CC1	14	-2.3	-8	13	16	4	8	-3	-14	5	101
CC(C)(C)NC(=O)C(c1ccc(-c2ccccc2)cc1)N(C[C@H]1CC[C@@H]([C@@H]2CC[C@H](CO)O2)O1)C(=O)c1ccc2ccccc2c1 (some centres not stated)	-20	-1.2	-9	-1	2	-2	/	-15	20	/	99
CC(C)CCN(C(=O)c1ccc(Br)cc1)c1c(N)n(Cc2ccccc2)c(=O)[nH]c1=O	17	0.1	4	6	-3	-2	-5	-1	-17	-1	90
CCOc1ccccc1-n1ccn(CC(=O)Nc2ccc(Br)cc2F)c(=O)c1=O	-17	1.7	-7	2	-7	5	/	8	17	1	94
C[N+]12CCC(CC1)C(OC(=O)C(O)(c1ccccc1)c1ccccc1)C2 (configuration not stated)	20	-0.9	1	0	8	12	2	-5	-5	/	102

High-throughput results deposited in PubChem BioAssay by several laboratories.
